MT1-MMP act inh: MT1-MMP (human) activation inhibition | HT1080 RFP-PRO-GFP cells, GFP/RFP ratio fluorescence, overnight; percent of plate control window, DMSO zero | P50281 | GFP/RFP ratio change, % at 20 µM | AID 651647 | 360,000 compounds, 0.061% hits;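 active means GFP/RFP ratio change of at least 30% with cell ATP level not reduced by more than half and red fluorescence within 50% of control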; further: strong numbers were not always called active
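Assay system: HT1080 RFP-PRO-GFP cells. Benchmarks: DMSO vehicle wells and RFP-L50D-GFP reporter cell wells. Times: overnight cell settling, then overnight compound exposure, 37 °C, 5% CO2. Compound: 20 µM single dose, 1% DMSO. Read-out basis: GFP/RFP fluorescence ratio.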
Neddyl block: blocks human cullin neddylation; AID 651699; calls only at 25 µM; P61081+Q13564; 360,000 compounds, 0.58% hits; TR-FRET cullin neddylation, biochemical; in the data active means inhibition above about 36%
Target sequence (P61081 whole entry, looked up): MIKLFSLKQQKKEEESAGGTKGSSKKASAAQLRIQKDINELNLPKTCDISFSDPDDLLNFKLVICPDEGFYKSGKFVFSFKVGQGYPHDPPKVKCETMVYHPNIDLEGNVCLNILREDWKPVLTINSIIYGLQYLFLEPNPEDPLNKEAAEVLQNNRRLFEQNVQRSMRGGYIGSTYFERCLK
Target sequence (Q13564 whole entry, looked up): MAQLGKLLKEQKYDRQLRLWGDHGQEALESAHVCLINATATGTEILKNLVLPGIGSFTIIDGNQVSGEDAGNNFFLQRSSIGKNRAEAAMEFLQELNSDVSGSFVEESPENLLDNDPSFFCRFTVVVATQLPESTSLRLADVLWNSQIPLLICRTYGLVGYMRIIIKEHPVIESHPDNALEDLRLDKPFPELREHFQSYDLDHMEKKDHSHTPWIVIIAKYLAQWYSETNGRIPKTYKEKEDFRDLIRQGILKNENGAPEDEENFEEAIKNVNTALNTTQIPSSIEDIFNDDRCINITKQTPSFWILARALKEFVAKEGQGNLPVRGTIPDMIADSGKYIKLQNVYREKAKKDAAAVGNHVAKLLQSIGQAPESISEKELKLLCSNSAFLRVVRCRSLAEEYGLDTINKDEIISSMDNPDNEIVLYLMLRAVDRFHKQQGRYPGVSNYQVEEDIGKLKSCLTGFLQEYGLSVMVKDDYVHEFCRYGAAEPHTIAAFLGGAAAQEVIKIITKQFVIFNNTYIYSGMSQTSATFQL
CendR NRP1 mod: modulators of CendR peptide binding to human neuropilin-1 | O14786 | FAM-RPARPAR peptide binding to NRP-1, fluorescence polarization | inhibition, % at 25 µM | 360,000 compounds, 0.85% hits;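 active means inhibition or corrected inhibition above about 18%, plus a signal ratio from 0.5 to 1.5, limit read from the data, passing the limit was not always enough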; further: strong numbers were not always called active
Rin1 Abl inh: inhibitors of human Rin1-Abl protein interaction | AID 588664 | inhibition, % at 7.35 µM | P00519+Q13671 | TR-FRET Rin1/Abl binding, biochemical | 360,000 compounds, 0.4% hits; in the data active means inhibition above about 5%, passing the limit was not always enough
FAS-TE inh: blocks the thioesterase domain of human fatty acid synthase. recombinant FAS-TE, OMFH fluorogenic substrate, fluorescence endpoint. P49327. AID 602261. inhibition, % at 15 µM. 360,000 compounds, 0.67% hits;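 active means compounds whose normalised, plate-corrected inhibition of enzyme fluorescence in the single-dose primary screen is 50% or more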;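 further: 0% = DMSO with enzyme and 100% = substrate without enzyme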
bovine MsrA act: activators of bovine methionine sulfoxide reductase A; AID 602163; 360,000 compounds, 0.3% hits; activation, % at 10.6 µM; purified bovine MsrA, absorbance read-out; in the data active means activation above about 7.5%;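 further: 0% = vehicle and 100% = reference activator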
eLon inh: inhibits E. coli Lon protease. P0A9M0. purified E. coli Lon protease, fluorescence polarization. inhibition, % at 7.94 µM. 360,000 compounds, 0.42% hits. AID 602123; in the data active means inhibition above about 13%, passing the limit was not always enough;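 further: 0% = enzyme with probe and DMSO and 100% = no enzyme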
MsrA inhibitor: inhibitors of bovine MsrA | purified bovine MsrA, absorbance read-out | inhibition, % at 15.5 µM | 360,000 compounds, 0.75% hits | AID 651718; in the data active means inhibition above about 4.5%;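 further: 0% = vehicle wells with enzyme and 100% = reference inhibitor wells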
SKN-1 inh: blocks SKN-1 activity in C. elegans; C. elegans VP596 Pgst-4::GFP/RFP ratio, acrylamide-induced, 24 h; inhibition, % at 21.8 µM; 360,000 compounds, 0.49% hits;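 active means interference check ratio from 0.5 to 1.5 plus GFP to RFP signal ratio inhibition reaching or exceeding a fixed threshold, cut at about 30% in these data, passing the limit was not always enough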; further: some compounds called inactive have numbers as strong as hits
An asterisk follows results filed as active; i = inactive; · = not tested or not shown.

SMILES	MT1-MMP act inh	FAS-TE inh	Rin1 Abl inh	bovine MsrA act	CendR NRP1 mod	SKN-1 inh	eLon inh	Neddyl block	MsrA inhibitor
O=C(NCCSc1ccccn1)c1ccc(Cl)cc1Cl	-3.9	0.8	-5.0	-1.5	0.1	-2.3	1.3	i	-0.7
O=C(CCCN1C(=O)c2ccccc2C1=O)Nc1nnc(C2CC2)s1	-1.7	-3.3	2.3	1.5	-3.6	-3.5	3.5	i	-1.7
O=C(NNc1ncccc1-n1cccc1)c1ccc(Cl)cc1	-0.2	-1.1	-2.5	4.9	0.8	-8.9	-8.5	i	0.3
COC(=O)CSc1nc(N)c2c3c(sc2n1)C(c1ccccc1)SC(c1ccccc1)C3 (configuration not stated)	-219.5	38.9	0.6	-4.3	-60.9	2.3	-57.6	i	·
Cc1cccc(N/N=C/c2ccccc2O)c1	7.5	11.1	0.6	-2.5	-6.8	-5.6	-13.7	i	2.7
O=C1/C(=C\c2cccnc2)SC(=S)N1c1ccc(F)cc1	2.4	0.0	5.2	-2.2	9.4	-4.6	-6.9	i	-0.1
NC[C@H](Cc1ccccc1)NCCCCC1CCCCC1	2.5	-35.1	-1.4	0.8	3.2	5.3	-8.5	i	-1.3
Cc1cc(NC(=O)Nc2ccc(Cl)cc2)n(C(C)(C)C)n1	7.3	-1.5	4.3	-4.7	10.5	-5.2	-7.0	i	1.1
COc1ccc(-n2c(O)c(C=NCC(c3ccco3)N3CCCC3)c3ccccc3c2=O)cc1OC (configuration not stated)	-2.8	-12.8	-1.2	-3.4	-37.1	2.3	3.7	i	·
COc1cc2c(cc1OC)C1=C(C#N)CCC(=NC(=O)c3ccco3)N1CC2	1.4	-7.0	2.2	-4.3	11.0	11.9	-8.2	i	3.0
CC(C)c1ccc(NC(=O)COc2ccc(C3SCCS3)cc2)cc1	-1.3	9.5	1.9	-1.0	15.3	0.0	2.5	i	-0.5
COc1ccc(-c2cc(=O)oc3cc(OCC(=O)Nc4ccccn4)ccc23)cc1	-1.2	2.0	-3.8	-2.9	-6.4	19.4	-5.0	i	0.8
Cc1cccc(C(=O)OCC(=O)c2c(C)[nH]c3ccccc23)c1O	0.3	33.2	1.1	-0.4	-0.7	-13.2	-8.4	i	0.0
O=C(Nc1nc2ccc(S(=O)(=O)N3CCCC3)cc2s1)c1cccs1	-2.1	-1.1	-6.5	-3.8	-3.5	13.1	-6.9	·	3.3
COc1ccc(NC(=O)Cn2c(C)cc(=O)c3cccc(OC)c32)cc1	5.2	-3.4	2.8	-6.3	0.9	-1.5	-10.8	i	-0.6
COC(=O)[C@H]1C[C@H](OC(=O)NC2CC2)[C@@]2(O)CN(S(=O)(=O)c3ccc(C)cc3)CC2[C@H]1C(=O)OC (some centres not stated)	2.6	-12.2	0.1	-6.5	-2.0	2.4	-4.2	i	1.8
O=C(NCc1cccc(Br)c1)C1CC(c2ccccc2C(F)(F)F)=NO1 (configuration not stated)	3.3	12.9	3.0	-1.0	0.2	1.1	4.3	i	-0.1
CCC(=O)Nc1ccccc1C(=O)OCC(=O)c1ccc2ccccc2c1	9.6	26.0	-3.4	-3.9	-21.0	-4.6	-6.6	i	2.6
COc1ccc(NC(=O)Cn2ccc3c(OC)cccc3c2=O)cc1	2.8	-1.7	-1.6	-0.1	-4.9	0.0	5.7	i	1.4
Cc1ccc(N2CCN(C(=O)c3cc(COc4c(C)cccc4C)on3)CC2)c(C)c1	2.6	34.1	-3.0	-6.0	-11.4	4.8	-4.5	i	0.9
Cc1cc(C)c(C#N)c(Oc2ccccc2Br)n1	-1.6	20.0	0.9	4.1	-4.8	3.4	-7.0	i	-0.4
COCCNC(=O)c1cc2c(c(-c3cccc(C#Cc4ccc(OC)c(OC)c4)c3)n1)[C@H](CCO)N(S(=O)C(C)(C)C)C2 (some centres not stated)	0.0	-3.8	0.7	-1.2	-37.7	9.5	-25.4	i	-0.4
COc1ccc(CN(C#N)c2nc(SC)nc(N(C)C)n2)cc1	-2.6	16.9	1.7	-4.5	-1.0	0.5	-4.6	i	0.4
O=C(Oc1cccc([N+](=O)[O-])c1)c1ccc2c(=O)n3c(nc2c1)CCC3	2.7	28.8	-2.1	3.7	2.6	13.9	-2.4	i	2.2
CC1=C(C)CS(=O)N(c2ccc(S(N)(=O)=O)cc2)C1 (configuration not stated)	4.4	12.2	-0.5	7.8*	3.7	-10.5	-6.4	i	-1.4
O=C(c1cccc(F)c1)N1CCc2ccccc21	-2.9	-3.0	-1.3	3.1	-8.5	10.1	9.3	i	0.7
O=C(Nc1cc2c(cc1Cl)OCCCO2)c1ccc(F)cc1	1.6	9.9	-0.1	-2.2	-5.9	11.4	-2.5	i	-0.3
O=C(CC[C@H]1O[C@@H](n2ccc(=O)[nH]c2=O)[C@H](O)[C@@H]1O)N[C@@H](Cc1ccccc1)C(=O)NCC1CCCCC1	4.8	-8.1	-0.6	-2.3	-2.6	8.2	-2.1	i	-0.1
O=C(c1c(F)cccc1F)N1CCC(n2nnc3cc(C(F)(F)F)ccc32)CC1	0.6	-0.2	-1.8	-2.8	14.4	16.3	-12.9	i	-0.9
COc1ccccc1C(=O)NNC1=NS(=O)(=O)c2ccccc21	-2.3	-4.4	2.4	-8.3	3.6	-20.9	7.1	i	4.4
CCc1ccc(C(=O)Nc2ccc(S(=O)(=O)Nc3nc(C)cc(C)n3)cc2)o1	·	-5.0	2.0	-13.1	3.6	-37.7	-4.3	i	1.2
COc1ccc(S(=O)(=O)N(CC(=O)NCc2ccncc2)Cc2ccccc2)cc1	-1.9	-2.5	-3.4	-1.1	-1.0	10.5	-7.4	i	-1.4

No new results follow: four of the compounds above.
SMILES	MT1-MMP act inh	FAS-TE inh	Rin1 Abl inh	bovine MsrA act	CendR NRP1 mod	SKN-1 inh	eLon inh	Neddyl block	MsrA inhibitor
O=C(c1cccc(F)c1)N1CCc2ccccc21	-2.9	-3.0	-1.3	3.1	-8.5	10.1	9.3	i	0.7
O=C(Nc1cc2c(cc1Cl)OCCCO2)c1ccc(F)cc1	1.6	9.9	-0.1	-2.2	-5.9	11.4	-2.5	i	-0.3
O=C(CC[C@H]1O[C@@H](n2ccc(=O)[nH]c2=O)[C@H](O)[C@@H]1O)N[C@@H](Cc1ccccc1)C(=O)NCC1CCCCC1	4.8	-8.1	-0.6	-2.3	-2.6	8.2	-2.1	i	-0.1
O=C(c1c(F)cccc1F)N1CCC(n2nnc3cc(C(F)(F)F)ccc32)CC1	0.6	-0.2	-1.8	-2.8	14.4	16.3	-12.9	i	-0.9

(more compounds)
SMILES	MT1-MMP act inh	FAS-TE inh	Rin1 Abl inh	bovine MsrA act	CendR NRP1 mod	SKN-1 inh	eLon inh	Neddyl block	MsrA inhibitor
O=S(=O)(c1ccc2c(c1)OCCO2)N1CCN(Cc2ccccc2)CC1	1.0	9.6	-2.0	2.6	-0.4	2.2	3.7	i	1.0
Cc1cc(/C=N\NC(=O)COc2cccc3cccnc23)c(C)n1-c1ccccc1	3.6	5.0	1.3	-1.7	-2.0	-1.3	3.8	i	1.7
Cc1cc(/C=C(\C#N)C(N)=O)c(C)n1-c1ccc(N2CCOCC2)c([N+](=O)[O-])c1	1.9	-27.5	-5.4	-4.5	-1.5	7.2	3.7	i	3.3
O=C(CSc1ccc(Cl)cc1)NC1CCCc2ccccc21 (configuration not stated)	-7.2	0.6	-2.1	-9.9	9.9	-1.7	0.2	i	-1.5
CC(C)c1ccc(OCC(=O)NNC(=S)NC(=O)c2ccco2)c(Br)c1	3.9	8.1	-2.7	0.4	8.7	10.8	-3.8	i	-0.5
O=C(Nc1ccc(N2CCOCC2)cc1)c1ccc(-c2ccccc2[N+](=O)[O-])o1	-3.4	7.1	-6.0	0.1	3.7	10.9	-0.4	i	1.9
O=S1(=O)C=C[C@H](COCc2ccccc2)N1	0.7	-2.9	0.6	1.7	5.5	9.8	-2.0	i	-0.7
O=C1C(Cl)=C(NCCN2CCCCC2)C(=O)c2ccccc21	-19.9	-1.2	-14.0	17.9*	17.3	18.6	0.4	i	·
COc1cccc(OC)c1OCCCOc1ccc(C)cc1Br	-6.0	20.9	·	·	-5.2	8.3	·	i	1.4
NC(=S)c1cc2cc(Br)ccc2oc1=O	-1.2	-1.5	-7.7	2.8	8.7	-7.0	-0.7	i	1.8
COC(=O)c1ccc(CNC(=O)N2CCN(S(=O)(=O)c3ccc(C)cc3)CC2)cc1	-2.7	4.1	1.1	-1.6	6.7	-6.3	2.6	i	-2.5
COc1cc(C2c3cc4c(cc3C(O)C3COC(=O)C23)OCO4)cc(OC)c1OC (configuration not stated)	24.5	-8.2	1.2	-2.7	-3.6	7.0	-1.5	i	0.7
CCC1CCCCN1C(=O)CCC(=O)Nc1nnc(C(F)(F)F)s1 (configuration not stated)	5.0	-0.6	3.9	-13.0	5.3	-28.2	-7.9	i	-0.3
CCN(CC)c1ccc(/C=N/Nc2nc3ccccc3[nH]2)cc1	7.7	-58.6	-5.6	-3.6	12.9	-3.7	-3.5	·	1.6
Cc1ccc(-c2nc3ccc(C)cn3c2Cc2ccccc2C(F)(F)F)cc1	-0.1	4.0	-0.5	0.6	-23.7	3.2	-0.1	i	-0.4
COc1ccc(N(C)C(=O)c2cc3c(Cl)nc4ccccc4c3s2)cc1	-10.1	29.6	-0.8	2.1	8.4	9.4	9.1	i	-0.6
CCn1cc(C2=NOC(C(=O)Nc3ccc4c(c3)OCO4)C2)c(C)n1 (configuration not stated)	1.3	-7.1	-4.4	-5.4	-1.2	-6.3	-15.8	i	0.5
CCc1ccc(N(CC(=O)NC(C)(C)C)C(=O)CCC(=O)Nc2ccccn2)cc1	-2.7	-4.2	-2.5	0.3	-5.2	17.1	-3.5	i	0.0
Cc1ccc(OC(=O)CN2C(=O)c3ccccc3C2=O)cc1C	1.1	3.7	-1.3	-2.5	3.7	0.5	0.7	i	0.7
CCOC(=O)N1CCN(C(=O)C[C@@H]2C[C@@]3(C(=O)OCC)CCC=C3N(Cc3ccccc3)C2=O)CC1	5.1	-9.6	·	3.2	6.4	-0.4	-4.8	i	-0.5
COc1ccccc1NC(=O)c1ccc(SCC(=O)NCc2ccccc2Cl)c([N+](=O)[O-])c1	14.5	3.7	1.1	3.2	6.1	-1.2	-0.4	i	0.2
O=C(O)CC(NC(=O)C(c1ccccc1)c1ccccc1)c1cccc([N+](=O)[O-])c1 (configuration not stated)	4.0	51.8*	-0.6	-1.6	2.8	-1.8	0.8	i	-0.6
CCOc1ccc(S(=O)(=O)NCCC(=O)N2CCN(c3ncccn3)CC2)cc1	0.4	-2.8	2.0	-3.9	-4.1	-6.0	-5.5	i	0.6
Cc1noc(C(=O)Nc2cccnc2Cl)c1Cl	-2.0	-6.4	0.1	-0.8	1.6	5.5	-17.1	i	-0.2
COc1ccc(N(C(=O)Cn2nnc3ccccc32)C(C(=O)NCc2ccco2)c2ccc(C)o2)cc1 (configuration not stated)	4.6	1.2	0.2	-12.0	3.2	19.5	1.8	i	0.3
O=C(OCC(=O)N1CCOCC1)c1ccc2ccccc2c1O	-4.2	-2.5	-2.4	-1.8	3.2	10.3	-2.7	i	1.2
C/C(=N/NC(=O)C(C)n1nc(C)c([N+](=O)[O-])c1C)c1ccc(OCC(N)=O)cc1 (configuration not stated)	4.1	-4.8	2.2	0.4	-8.0	2.8	-3.0	i	-1.1
O=C(Nc1ccccc1Cl)c1ccc2c(=O)n3c(nc2c1)CCC3	1.1	2.0	-2.2	-2.1	-5.9	13.4	-10.1	i	0.9

Bioassay records deposited in PubChem BioAssay by several laboratories.
